Screening data as filed in PubChem.
TNAP activation fold: human TNAP enzyme activators, primary screen, biochemical, luminescent, no phosphate acceptor, uHTS (AID 1001). Alkaline phosphatase, tissue-nonspecific isozyme (Homo sapiens). purified TNAP, luminescent activation assay, no phosphate acceptor; higher activation fold means a stronger effect. one-dose activation fold at 20 µM; EC50 in µM for titrated hits. 200,000 tested, 0.03% active; in the data active means activation fold from about 3, or a potency from the dose series; inactive means the rest, 99 in 100 with activation fold below about 1.6; further: many of its hits are not listed in these tables
human PMI inhibition: inhibitors of human PMI, primary screen, biochemical, fluorescence intensity, coupled assay (AID 1209). Mannose-6-phosphate isomerase (Homo sapiens). purified PMI enzyme, coupled fluorescence intensity; higher % means a stronger effect. inhibition, % at 20 µM; hits with a dose series show IC50 in µM. 190,000 tested, 0.42% active; in the data active means inhibition above about 50%;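 further: plate controls were DMSO vehicle for no effect and wells lacking substrate for full effect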
T cell HTS: modulators of CD8 T cell-vesicle binding, primary screen, mouse 2C CD8+ T cells, flow cytometry. 2C CD8+ T cell-vesicle binding; hits give low values. 330,000 tested, 0.068% active. calls only at 7 µM;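 active means response, share of CD8 T cells binding vesicles, and their 90th percentile fluorescence all below set limits, cut at about 80% in these data, passing the limit was not always enough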
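System: murine 2C transgenic CD8+ T lymphocytes; also added: QL9-loaded Drosophila micro-vesicles; times: binding 1.5 h at 37 °C; measured by: flow cytometry, PE anti-B7-1 (FL2) versus Alexa647 anti-CD8 (FL8), PFA-fixed; control set: Peptide-free naked vesicles (low) and QL9 vesicles with 0.7% DMSO vehicle (high)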
Insulin prom up: insulin promoter activators in MIN6 cells, imaging, high-content screening, mouse beta cells. MIN6 insulin promoter-GFP reporter; hits give high values. z-score at 5 µM. 190,000 tested, 0.3% active;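 active means z-score above 3 at 5 µM with at least 500 cells counted in the well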
Myeloid diff 2: induction of myeloid progenitor differentiation, primary screen, cell-based, flow cytometry, MLPCN library. ER-HoxA9 myeloid progenitors, lysozyme-GFP differentiation. calls only at 10 µM. 360,000 tested, 1% active. AID 624256, 2012;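 active means normalized GFP-positive differentiation at or above the plate's own cutoff, the solvent-only control mean plus 3 SD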;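 further: cells exposed to compound for four days before flow analysis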
MT stabilize HCS: microtubule stabilizers in HeLa cells, primary screen, imaging, high-content imaging | HeLa tubulin immunostaining HCS, 24 h; share of cells brighter than vehicle mean+2SD | % tubulin-high responders, % at 10 µM | 200,000 tested, 0.83% active;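 active means plate Z-score above 3 for both tubulin-high and condensed-nucleus cell shares, with cell loss under 80%, at 10 µM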;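 further: anti alpha tubulin signal scored within the nucleus-defined area of each cell; some results filed as inactive read as strong as hits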
b-catenin transl: modulators of beta-catenin nuclear translocation, primary screen, imaging, HeLa cells, immunofluorescence, high-content; nuclear translocation activity, % at 5 µM; 190,000 tested, 0.3% active; AID 1665, 2009;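 active means nuclear translocation activity above 50% at 5 µM, with a well cell count of 50 or more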;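 further: per-cell ratio of nuclear to cytoplasmic median beta-catenin stain intensity; plate controls were DMSO negative control for no effect and GSK-3 inhibitor IX positive control for full effect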
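System: Human HeLa cells, endogenous beta-catenin | Compound dosing: 5 µM primary, 0.02–20 µM confirmation | Timing: 24 h compound exposure at 37°C, 5% CO2 | Measured by: Fluorescence imaging of beta-catenin antibody stain plus DAPI | Read-out basis: % activation of per-cell nuclear versus cytoplasmic median beta-catenin signal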
Hep lipid drop: inhibitors of hepatocyte lipid droplet formation, primary screen, imaging, high-throughput imaging, BODIPY stain; AML12 mouse hepatocytes, oleate lipid droplets; inhibition, % at 6.5 µM; 240,000 tested, 0.4% active; AID 1656, 2009;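 active means lipid droplet intensity inhibited by at least 50%, with more than 500 cells counted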
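Material – AML12 mouse liver cells · Also added – oleate loading, 100 µM · Compound dosing – 6.5 µM single-point dosing · Times – overnight treatment with compound plus oleate · Measured by – fluorescence imaging, 20x objective, two fields per well · Read-out – percent inhibition of filter-corrected integrated lipid droplet intensity per well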
Dynein transport: inhibitors of GR-EGFP nuclear translocation, primary screen, dynein cargo transport inhibitor project, imaging, high-content, 3617.4 mouse cells | AID 1381, 2008 | test concentration mostly 20 µM; stimulated with dexamethasone, 1 µM; hits give low values | 220,000 tested, 0.47% active | z-score, hits read low;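 active means plate z-score of nuclear minus cytoplasmic receptor signal below a set negative limit, without overly bright fluorescence or cell loss, cut at about -3.5 in these data, passing the limit was not always enough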;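 further: z-score of nuclear minus cytoplasmic ring GR-EGFP intensity difference per well; some compounds called inactive have numbers as strong as hits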
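Buffer or medium: tet-free medium with charcoal-stripped serum / Also added: dexamethasone agonist, 1.0 µM final, for 30 min / Timing: induction 48 h, compound 1 h, agonist 30 min / Measured by: high-content fluorescence imaging after fixation / Read-out: nuclear-to-cytoplasmic GR-EGFP distribution per well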
Dynein transport cytoplasmic EGFP: further read-out of Dynein transport, marked with its call; z-score; measured here: cytoplasmic GR-EGFP intensity; hits give high values
Dynein transport nuclear GR-EGFP: also measured in Dynein transport; calls as there; z-score; measured here: nuclear GR-EGFP intensity;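 lower value marks the stronger effect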
Dynein transport cell count: also measured in Dynein transport; calls as there; z-score; measured here: cell count per field
Insulin prom up cell count: recorded beside Insulin prom up, whose call it bears; cell count; measured here: cytotoxicity, nuclei count;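 total cells summed across four imaged fields per well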
Hep lipid drop cells 6.5 µM: recorded beside Hep lipid drop, whose call it bears; cell count; measured here: cell count, cytotoxicity flag;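 cells counted across two imaged fields per well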
b-catenin transl cell count 5 µM: further read-out of b-catenin transl, marked with its call; cell count; measured here: cell count, cytotoxicity flag
T cell HTS vesicle-bound %: recorded beside T cell HTS, whose call it bears; double positive events, %; measured here: CD8+ vesicle-bound cell fraction;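 binding gate set so that unloaded-vesicle control wells show 10% double positive cells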
MT stabilize HCS Hoechst-high %: second read-out of MT stabilize HCS, no call of its own (marks repeat the call); % Hoechst-high responders; measured here: nuclear condensation Hoechst responders;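 share of cells brighter than vehicle mean plus two SD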
MT stabilize HCS cytotoxicity %: further read-out of MT stabilize HCS, marked with its call; toxicity, %; measured here: cytotoxicity by cell density;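 0% = mean cell density of plate MIN control wells and 100% = no cells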
Myeloid diff 2 GFP+ MAC1+ %: recorded beside Myeloid diff 2, whose call it bears; GFP+ MAC1+ double positive, %; measured here: differentiation confirmed by MAC1 staining
The depositor's hits bear a star; i = inactive; x = not tested or not shown; + = active, no number.

Each structure is followed by: TNAP activation fold	human PMI inhibition	T cell HTS	T cell HTS vesicle-bound %	Insulin prom up	Insulin prom up cell count	Myeloid diff 2	Myeloid diff 2 GFP+ MAC1+ %	MT stabilize HCS	MT stabilize HCS Hoechst-high %	MT stabilize HCS cytotoxicity %	b-catenin transl	b-catenin transl cell count 5 µM	Hep lipid drop	Hep lipid drop cells 6.5 µM	Dynein transport	Dynein transport cytoplasmic EGFP	Dynein transport nuclear GR-EGFP	Dynein transport cell count
- CCC(Oc1ccccc1)C(=O)N1CC(C)CC(C)C1 (stereo not drawn)
  1.1	10%	i	28	x	x	i	0.2	3.2	2.0	4.7	-0.5	1125	-44	676	-0.49	-0.24	-0.43	-0.55
- CCOC(=O)C1(Cc2cccc(Cl)c2)CCCN(C(=O)c2cccnc2)C1 (stereo not drawn)
  1	x	i	31	-1.3	1646	x	x	3.8	1.4	3.4	-0.2	1471	1	542	-0.016	-0.19	0.14	-1.3
- COc1ccc(NC(=O)c2cc3c(=O)n4ccccc4nc3n2C)cc1OC
  1.1	-1%	i	40	-1.7	1180	i	0.4	4.7	1.2	3.3	-1.6	1078	1	770	-0.27	0.061	-0.11	0.56
- O=C(Nc1cccc(F)c1)c1ccc(-c2ccccc2Cl)o1
  1.1	-3%	i	57	0.74	971	i	0.6	3.5	2.4	4.8	x	x	-3	750	1.4	-0.34	0.92	0.55
- N=C1C(c2nc(-c3ccc(F)cc3)cs2)=C(O)CN1Cc1ccc(Cl)cc1
  1.1	-5%	i	43	-0.61	1004	i	4.5	2.3	1.4	4.8	0.2	1165	-1	795	0.71	-0.14	0.54	0.31
- CN1CCN(/N=C/c2cccc(Cl)c2Cl)CC1
  1	2%	i	46	-0.14	1453	i	0.1	7.3	3.4	4.4	-0.6	1132	1	650	-0.58	-0.22	-0.077	-0.42
- O=c1cc(CN2CCN(C/C=C/c3ccccc3)CC2)c2cc(O)ccc2o1
  1	0%	i	49	-1.1	672	i	1.0	2.3	1.1	2.1	4.2	673	x	x	0.035	-0.14	0.026	0.76
- CCn1nccc1C(=O)Nc1nccs1
  1	12%	i	55	x	x	i	0.8	2.2	1.9	18	1.7	1051	-2	708	1.6	-0.23	1.2	0.31
- O=C(Nc1ccc(Oc2cccc3ccccc23)cc1)c1ccco1
  1.1	7%	i	62	0.34	853	i	1.1	4.8	3.9	6.7	x	x	x	x	-0.88	-0.15	-0.21	1.2
- CCc1cc(=O)oc2cc(OCC=C(C)C)ccc12
  1.1	2%	i	56	0.29	1376	i	0.6	4.3	2.4	5.2	-1.0	993	-3	616	0.29	-0.22	0.23	0.24
- CCC/C=N/NC(=O)c1ccccc1O
  1.1	3%	i	36	-0.13	1495	i	0.3	1.7	2.6	14	-1.9	1028	8	712	0.57	-0.1	0.57	-0.65
- O=C(COC(=O)/C=C/c1ccc(S(=O)(=O)N2CCc3ccccc32)cc1)NC1CCS(=O)(=O)C1 (stereo not drawn)
  1	5%	i	51	-0.13	1584	i	0.0	2.6	1.4	5.9	4.2	887	-14	652	-0.84	-0.27	-0.44	0.79
- NS(=O)(=O)c1ccc(N2N=C(c3ccccc3)CC2c2cccc(F)c2)cc1 (stereo not drawn)
  1.3	25%	i	44	-0.22	941	i	0.6	2.2	2.2	5.1	-0.5	993	-7	598	-1	-0.24	-0.28	0.83
- O=C1/C(=C\c2ccc(C(F)(F)F)cc2)CSc2sccc21
  x	x	i	29	0.37	1392	i	0.6	x	x	x	-1.9	1144	-12	642	1.5	-0.29	0.52	-0.051
- Fc1ccc(/C=N/Nc2nc(-c3cccnc3)nc3ccccc23)cc1
  x	x	i	41	-0.09	1031	i	0.6	x	x	x	0.3	1351	1	746	0.65	-0.21	0.39	-0.49
- CCCCn1c(SCC(=O)N2CCC(C)CC2)nc2cc(S(N)(=O)=O)ccc21
  1	-19%	i	12	2.7	964	+	16*	1.9	1.9	8.4	-0.6	1134	x	x	-0.25	-0.2	0.034	0.066
- Cc1ccc(C)c(S(=O)(=O)NCc2ccc(C(=O)N3CCCCCC3)cc2)c1
  1	-4%	i	4	0.06	1309	i	3.0	3.5	3.2	5.4	-1.3	619	10	738	1.1	-0.24	0.78	-0.6
- O=C1CCCc2c1cc(-c1ccccc1)n2-c1ccc(O)cc1
  1.1	2%	i	51	-0.15	1408	i	1.1	6.3	3.1	13	-3.0	579	3	684	0.82	-0.19	0.81	-1.3
- Cc1cc(C)nc(-n2nc(C)c(Br)c2Nc2ccc(Br)cc2)n1
  1	5%	i	32	-0.56	921	i	1.5	2.8	2.7	8.5	-1.9	1179	-1	744	1.8	-0.16	0.91	-1.2
- C=CCn1c2[n+](c3ccccc3c1=O)CCCCC2
  1.1	66%*	i	29	0.29	1355	i	0.3	0.5	1.4	5.8	-1.8	1068	9	678	0.012	-0.19	0.8	-0.82
- Cc1cc(C)c([N+](=O)[O-])cc1NC(=O)CCS(=O)(=O)c1ccccc1
  x	x	i	29	-0.04	1392	i	0.7	x	x	x	-2.7	1118	9	724	-1.2	-0.27	-0.41	1
- COc1ccccc1-n1cnc2cc(NS(=O)(=O)c3ccccc3)ccc21
  1.1	2%	i	58	1.5	1149	i	0.8	2.1	3.0	7.4	4.8	1198	21	782	0.68	-0.29	0.64	-0.097
- CSc1ncccc1C(=O)NCC1CCCCC1
  1.1	-13%	i	51	-0.5	1106	i	0.5	2.1	2.2	3.6	1.6	871	-14	653	-1.3	-0.048	-0.68	-0.35
- CCOc1ccc(CCNc2cc(C)nc3ncnn23)cc1OCC
  1.1	4%	i	67	0.17	1204	i	4.1	3.5	2.2	12	3.1	592	-17	697	-0.89	-0.22	0.086	0.68
- NS(=O)(=O)c1ccc(NC(=O)C2Cc3ccccc3C(=O)O2)cc1 (stereo not drawn)
  1	-3%	i	64	0.43	1238	i	0.5	3.9	1.9	12	1.0	993	-13	695	1.5	-0.059	0.35	-0.65
- COc1cccc(NC(=O)Nc2cccc(C(=O)O)c2)c1
  1	0%	i	48	0.69	1485	x	x	2.5	1.8	4.0	-2.7	1064	0	690	2	-0.22	0.76	-0.97
- CC(CCc1ccccc1)NC(=O)COC(=O)c1cccs1 (stereo not drawn)
  1.1	4%	i	8	0.23	1586	i	0.7	2.8	1.5	9.4	-6.1	1046	-4	623	-0.14	-0.27	0.048	0.36
- O=C(Cc1cccs1)Nc1nnc(-c2ccccc2)s1
  1.1	-10%	i	35	1.4	1723	i	0.3	2.0	3.4	5.5	-0.2	975	-10	672	-0.88	-0.22	-1.1	0.7
- c1cnc2nc(-c3ccc4c(c3)OCO4)cn2c1
  1.2	-8%	i	10	0.25	1415	i	0.3	2.7	3.1	2.8	2.2	1062	-2	708	-0.78	-0.25	-0.27	0.56
- CCCCCC[N+](C)(C)CCSSCC[N+](C)(C)CCCCCC
  x	x	i	15	0.95	1105	i	0.8	x	x	x	0.2	1354	15	689	-0.95	-0.21	-0.32	0.62
- Cc1ccc(N2CCCCn3c2nc2c3c(=O)n(CC(=O)O)c(=O)n2C)cc1
  1.1	-3%	i	33	0.68	1276	i	0.6	2.0	1.6	8.8	0.3	1128	x	x	-0.3	-0.17	-0.13	0.2
- O=C(OCCN1CCCC1)C1(c2ccccc2)CCCC1
  1.1	9%	x	x	-0.32	1223	i	0.6	2.9	2.5	10	-5.5	1181	14	771	0.017	-0.14	0.52	-0.77
- COC(=O)c1nnn(CC(=O)NC(=O)Nc2ccc(F)cc2)c1C(=O)OC
  1	-3%	i	6	0.06	1385	i	0.5	1.4	3.8	11	-0.3	558	1	763	3	-0.23	0.95	-1.5

human PMI inhibition, hit marks shown above.
| Compound | TNAP activation fold | human PMI inhibition | T cell HTS | T cell HTS vesicle-bound % | Myeloid diff 2 GFP+ MAC1+ % | MT stabilize HCS Hoechst-high % | Dynein transport | Dynein transport cytoplasmic EGFP | Dynein transport nuclear GR-EGFP | Dynein transport cell count |
| --- | --- | --- | --- | --- | --- | --- | --- | --- | --- | --- |
| C=CCn1c2[n+](c3ccccc3c1=O)CCCCC2 | 1.1 | 66%* | i | 29 | 0.3 | 1.4 | 0.012 | -0.19 | 0.8 | -0.82 |
